MsrA inhibitor – bovine MsrA inhibition. purified bovine MsrA, absorbance read-out. 0.75% of 360,000 active. AID 651718. inhibition, % at 15.5 µM; in the data active = inhibition above about 4.5%;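 note: 0% = vehicle wells with enzyme and 100% = reference inhibitor wells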
STEP block – blocks human striatal-enriched tyrosine phosphatase | P54829 | recombinant STEP, OMFP fluorogenic substrate, fluorescence | inhibition, % at 20 µM | 0.25% of 360,000 active | AID 588621;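 active = inhibition at 20 µM, scaled per plate between control wells, above about 37%, limit read from the data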;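 note: 0% = DMSO with enzyme and substrate and 100% = substrate only without enzyme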
Target sequence (P54829 whole entry, looked up): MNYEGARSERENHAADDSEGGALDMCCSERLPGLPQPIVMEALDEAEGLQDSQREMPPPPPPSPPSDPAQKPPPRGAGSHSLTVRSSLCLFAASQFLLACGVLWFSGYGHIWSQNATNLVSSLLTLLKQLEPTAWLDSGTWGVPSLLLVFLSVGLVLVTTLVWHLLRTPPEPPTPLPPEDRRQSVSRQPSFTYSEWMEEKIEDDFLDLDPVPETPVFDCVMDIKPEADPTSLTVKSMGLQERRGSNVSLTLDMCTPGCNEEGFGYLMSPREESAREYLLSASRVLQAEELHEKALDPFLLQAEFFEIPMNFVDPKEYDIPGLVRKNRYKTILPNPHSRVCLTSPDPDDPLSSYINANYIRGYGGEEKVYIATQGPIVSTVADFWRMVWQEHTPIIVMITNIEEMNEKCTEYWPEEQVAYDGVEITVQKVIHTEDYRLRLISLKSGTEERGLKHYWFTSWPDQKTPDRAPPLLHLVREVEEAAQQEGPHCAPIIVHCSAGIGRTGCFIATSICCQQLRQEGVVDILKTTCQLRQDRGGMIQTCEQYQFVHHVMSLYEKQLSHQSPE
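System: STEP (striatal-enriched tyrosine phosphatase) enzyme, cell-free; medium: Bis-Tris pH 6.0 buffer with DTT, detergent; dosing: 20 µM, 1% DMSO; times: reaction 20 min, ambient temperature; detection: fluorescence, 480/540 nm; read-out basis: normalized % inhibition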
NadD block – NadD (S. aureus) enzyme inhibition. purified NadD enzyme, colorimetric absorbance read-out. inhibition, % at 20 µM. 0.78% of 360,000 active. AID 602399; in the data active = inhibition above about 26%; note: some compounds past the cut are filed as inactive
Rpn11 inh – blocks the human proteasome subunit Rpn11. human 26S proteasome, Ub4-pepOG fluorescence polarization; 20S core pre-blocked with epoxomicin. calls only at 20 µM. 0.59% of 360,000 active;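 active = inhibition at 20 µM, scaled to each plate's controls, above about 33%, limit read from the data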
Tb MetRS inh – Trypanosoma brucei MetRS inhibition; purified T. brucei MetRS, ATP depletion, Kinase-Glo luminescence; inhibition, % at 11.9 µM; 0.4% of 360,000 active;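 active = inhibition above a per-plate cutoff of the control wells' mean inhibition plus 3 SD, cut at about 5.5% in these data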;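 note: 0% = DMSO wells median and 100% = median of wells with control inhibitor compound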
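Material – parasite MetRS enzyme · Medium – HEPES-MgCl2-KCl buffer plus DTT, spermine, BSA, pyrophosphatase · Reagent – ATP, methionine and E. coli bulk tRNA substrates · Times – 15 min enzyme-compound preincubation, 2 h reaction, 10 min detection, 25 °C · Measured by – luminescence of leftover ATP · Evaluation – percent inhibition relative to median high and low control wells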
DNMT1 block – blocks human DNA methyltransferase DNMT1; DNMT1 molecular beacon, Hinp1I cleavage, fluorescence; 0.83% of 360,000 active; inhibition (reported as % activation of signal), % at 10 µM; P26358; in the data active = inhibition above about 50%
SUMO1 PPI mod – alters human SUMO1 binding to SIM partners. AID 602429. 0.33% of 360,000 active. SUMO1 binding to a labelled peptide, TR-FRET, 1 h. inhibition, % at 20 µM. P63165; in the data active = inhibition above about 37%
Target sequence (P63165 whole entry, looked up): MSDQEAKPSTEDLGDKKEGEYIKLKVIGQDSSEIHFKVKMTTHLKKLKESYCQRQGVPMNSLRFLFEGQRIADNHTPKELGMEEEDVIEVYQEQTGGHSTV
LMPTP inh – blocks human LMPTP phosphatase. inhibition, % at 20 µM. recombinant LMPTP-A, OMFP fluorogenic substrate, fluorescence intensity. AID 651560. 0.22% of 360,000 active;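 active = compounds that cut the enzyme signal by at least half of the control window in the single-dose screen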;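 note: plate controls were DMSO wells with enzyme plus substrate for no effect and substrate without enzyme for full effect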
Target sequence (P24666 whole entry, looked up): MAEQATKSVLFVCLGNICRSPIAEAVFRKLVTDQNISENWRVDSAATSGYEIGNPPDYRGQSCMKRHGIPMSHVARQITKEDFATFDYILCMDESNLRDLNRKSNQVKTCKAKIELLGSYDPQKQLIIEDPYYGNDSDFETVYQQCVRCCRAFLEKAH
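Assay system: LMPTP-A phosphatase enzyme | Input: 0.625 nM enzyme | Also added: Fluorogenic phosphatase substrate OMFP at 400 µM final | Compound dosing: One test concentration per compound, 20 µM, with 3% DMSO overall | Schedule: 50 min enzyme reaction at room temperature, protected from light | Signal: Fluorescence intensity | Benchmarks: no-enzyme and uninhibited controls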
Scp1 inh – blocks human Scp-1 phosphatase activity; Recombinant Scp1, phosphopeptide, malachite green phosphate absorbance; inhibition, % at 20 µM; 0.88% of 340,000 active; AID 493091;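 active = inhibition above about 50% at 20 µM, limit read from the data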;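 note: plate controls were DMSO wells with enzyme for no effect and wells lacking enzyme for full effect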
Target sequence (Q9GZU7 76-261 limits assumed): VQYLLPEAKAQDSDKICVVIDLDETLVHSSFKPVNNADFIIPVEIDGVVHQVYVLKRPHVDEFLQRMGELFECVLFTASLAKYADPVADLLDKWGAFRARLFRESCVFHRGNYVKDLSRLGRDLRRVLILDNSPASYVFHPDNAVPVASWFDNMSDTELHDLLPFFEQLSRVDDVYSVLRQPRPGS
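Test system: SCP-1 catalytic domain; Buffer or medium: Acidic Tris acetate buffer with magnesium and detergent; Also added: Phosphorylated 17-residue peptide substrate; Compound: single 20 µM dose, 1% DMSO; Schedule: enzyme reaction 45 min at room temperature, colour 5 min, stabilisation 30 min; Signal: Phosphate-binding colour reagent, absorbance read at 630 nm.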
CSN inh – inhibitors of human CSN-mediated cullin deneddylation. 0.38% of 360,000 active. inhibition, % at 12.5 µM. AID 651999. Purified CSN, SCF-Nedd8-OG deneddylation, fluorescence polarization. Q92905;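 active = pattern-corrected inhibition above about 35%, with an unprinted fluorescence ratio check between 0.5 and 1.5, limit read from the data, passing the limit was not always enough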;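 note: 0% = enzyme with substrate and 100% = substrate without enzyme; some results filed as inactive read as strong as hits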
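Assay system: Purified human Csn5 enzyme expressed in HEK293T cells | Amount: Enzyme 0.24 nM | Measured by: Fluorescence polarization readout | Medium: Tris/NaCl/DTT buffer, pH 7.5 | Compound dosing: One concentration, 12.5 µM, 0.25% DMSO | Times: 90 min incubation of compound, enzyme and substrate at room temperature | Control set: no-enzyme wells high, enzyme-with-substrate wells low | Read-out: % inhibition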
An asterisk follows results filed as active; i = inactive; / = no result given.

SMILES	MsrA inhibitor	STEP block	NadD block	Rpn11 inh	Tb MetRS inh	DNMT1 block	SUMO1 PPI mod	LMPTP inh	Scp1 inh	CSN inh
O=C(COC(=O)/C=C/c1cccc(C(F)(F)F)c1)NC(=O)NCc1ccco1	-0.5	-1	-4	i	-0.5	-4	-2	1.5	-3	-1
CCOC(=O)c1cnc2c(C)c(C)ccc2c1NCCN1CCOCC1	1.0	-1	-4	i	0.7	5	-3	-0.5	-2	1
Cc1c(C)c(C)c(CN2CCCC2)c(C)c1C	-0.8	0	-1	i	-0.5	1	6	-2.5	-17	-1
CCC(C(=O)OCC(=O)Nc1ccc(F)cc1)c1ccccc1 (configuration not stated)	0.9	-2	-10	i	0.1	6	1	0.3	0	-5
O=C(CN1C(=O)NC(Cc2c[nH]c3ccccc23)C1=O)NC1CCCCC1 (configuration not stated)	0.2	2	1	i	-0.2	3	1	-2.9	-9	-3
CC(C)CNC(=S)NNC(=O)c1ccccc1OC(F)F	0.1	-2	3	i	0.1	1	4	-0.9	-1	0
COc1ccc(S(=O)(=O)NCC2CCCO2)c(Cl)c1Cl (configuration not stated)	0.3	2	-4	i	-1.5	0	1	-0.2	-7	4
CCc1c(O)nc(SCC(=O)Nc2ccc(OC)cc2)n(C2CCCCC2)c1=O	2.9	1	3	i	-0.5	3	3	-0.7	-8	-2
CCNc1nc(NC(C)C)nc(N2CC(=O)N(CC(=O)OCC)C2=N)n1	0.0	-2	4	i	-0.8	2	1	-0.2	-2	-1
COc1cc(C#Cc2c(C=O)n(C)c3ccccc23)cc(OC)c1	-0.8	-4	2	i	-0.7	-2	-7	-0.2	-11	6
COc1ccc(C(c2nnnn2Cc2cccs2)N2CCN(c3ccccc3F)CC2)cc1OC (configuration not stated)	1.1	0	-3	i	-0.8	-1	-2	-0.8	5	1
CN(CCCN1CCOCC1)C(=O)c1ccc2nc(Cc3cccc(Cl)c3)oc2c1	-0.5	-1	-7	i	-0.4	-4	4	2.8	0	3
Cc1ccc(N/C=C(/C#N)c2ccsc2)cc1C	1.8	7	-4	i	1.1	-6	-2	3.8	-5	1
O=C(c1ccccc1)N1CCN(c2ccc([N+](=O)[O-])c(N3CCOCC3)c2)CC1	4.5	2	0	i	-0.5	-2	-23	-1.4	-7	-1
O=C(CCCOc1ccccc1)Nc1nccs1	0.7	-1	3	i	-0.8	-4	-1	-0.8	-9	0
CCNC(=O)CN1C(=O)NC2(CCCc3cc(OC)ccc32)C1=O (configuration not stated)	-0.6	-5	-1	i	-1.6	-2	-1	-1.5	1	-3
C=CC[C@@H](CC(=O)N(CCO)Cc1ccccc1)C(=O)N[C@H](COC(=O)[C@@H](CC=C)Cc1ccc(F)cc1)Cc1c[nH]c2ccccc12	0.3	-4	-1	i	-0.6	-33	-30	3.1	-4	0
Cc1ccc2nc(-c3ccc(NC(=S)NC(=O)CC(C)C)cc3)sc2c1	3.3	0	3	i	-2.0	16	-5	-1.5	-3	-2
COc1cc(NC(=O)CCN2CCN(c3ccccc3OC)CC2)cc(OC)c1	0.4	1	-5	i	-0.1	-3	0	-1.0	/	4
Cn1c2c(c(=O)n(C)c1=O)C(c1ccccc1OC(F)F)C1=C(CCCC1=O)N2 (configuration not stated)	1.6	1	-2	i	-0.9	5	-1	1.7	-4	1
O=C(Nc1ccccc1)c1ccc2c(c1)OCCCO2	-0.5	0	-2	i	-0.3	3	3	-0.7	-8	1
CC(=O)Nc1ccccc1Nc1cc(C#N)c(C#N)cc1[N+](=O)[O-]	0.9	-2	8	i	-0.2	6	-35	-0.2	-22	0
O=C(CCc1nc2ccccc2[nH]c1=O)OCC(=O)c1ccc(Cl)cc1	0.4	-1	5	i	-0.4	0	-4	0.4	-13	0
O=C1CC(c2ccc(F)cc2)Cc2nc(N3CCOCC3)ncc21 (configuration not stated)	1.1	-1	1	i	-1.5	1	-1	-0.5	-7	-7
COC(=O)c1cc(/C=C/c2ccccc2)[nH]n1	-0.7	4	-5	i	0.3	4	-10	-0.6	-2	1

Part of the list above in order of heavy-atom count, high to low:
SMILES	MsrA inhibitor	STEP block	NadD block	Rpn11 inh	Tb MetRS inh	DNMT1 block	SUMO1 PPI mod	LMPTP inh	Scp1 inh	CSN inh
COc1ccc(C(c2nnnn2Cc2cccs2)N2CCN(c3ccccc3F)CC2)cc1OC (configuration not stated)	1.1	0	-3	i	-0.8	-1	-2	-0.8	5	1
CN(CCCN1CCOCC1)C(=O)c1ccc2nc(Cc3cccc(Cl)c3)oc2c1	-0.5	-1	-7	i	-0.4	-4	4	2.8	0	3
COc1cc(NC(=O)CCN2CCN(c3ccccc3OC)CC2)cc(OC)c1	0.4	1	-5	i	-0.1	-3	0	-1.0	/	4
O=C(CCc1nc2ccccc2[nH]c1=O)OCC(=O)c1ccc(Cl)cc1	0.4	-1	5	i	-0.4	0	-4	0.4	-13	0
CC(=O)Nc1ccccc1Nc1cc(C#N)c(C#N)cc1[N+](=O)[O-]	0.9	-2	8	i	-0.2	6	-35	-0.2	-22	0
CCC(C(=O)OCC(=O)Nc1ccc(F)cc1)c1ccccc1 (configuration not stated)	0.9	-2	-10	i	0.1	6	1	0.3	0	-5
COc1ccc(S(=O)(=O)NCC2CCCO2)c(Cl)c1Cl (configuration not stated)	0.3	2	-4	i	-1.5	0	1	-0.2	-7	4

Next part.
SMILES	MsrA inhibitor	STEP block	NadD block	Rpn11 inh	Tb MetRS inh	DNMT1 block	SUMO1 PPI mod	LMPTP inh	Scp1 inh	CSN inh
COc1cccc(C(=O)NNC(=O)C2CCCO2)c1 (configuration not stated)	-0.1	0	4	i	-0.3	1	-2	-1.3	-2	-3
COc1ccc(C(=O)CSc2nnnn2C)c(OC)c1	1.5	-5	4	i	0.1	-2	0	-0.4	-4	-6
CCOC(=O)CSc1nnnn1-c1cccc2ccccc12	-0.3	0	2	i	-0.2	0	-7	0.3	-21	-6
CC(=O)c1cnc(SCC(=O)O)nc1C	-1.4	-1	-6	i	0.1	-2	-1	-1.3	-10	3
CN(C)c1nc2n(c(=S)n1)CCS2	-1.3	3	0	i	-0.6	2	2	-1.5	-5	8
COc1ccc(OC)c(-c2csc(NC(=O)c3ccc(OCC4CCCO4)cc3)n2)c1 (configuration not stated)	-0.5	0	1	i	-0.4	-5	-2	0.7	3	-1
O=C(/C(N=Nc1cccc(C(F)(F)F)c1)=C(/O)c1cccs1)C(F)(F)F	-0.2	0	-4	i	2.5	-4	1	3.7	-13	6
CCOc1ccc2nc3cc(NCc4ccc(OC)cc4)ccc3c(N)c2c1	/	2	47*	i	-0.5	26	110*	19	-1	9
Cc1cc(NC2CCCCC2)nc(-c2ccccc2O)n1	0.9	1	-6	i	-0.4	4	-1	3.4	-3	5
CC(C(=O)Nc1ccc2c(c1)OCCO2)N(C)CC(=O)Nc1ccccc1Br (configuration not stated)	-0.6	-4	-7	i	-0.2	0	7	-3.3	-5	3
COc1ccc(CCN(C)C(=O)C(CCSC)NC(=O)c2ccco2)cc1OC (configuration not stated)	1.1	-2	3	i	-0.4	5	-2	-0.4	-10	4
CC(C(=O)NCC1CCCO1)N(C(=O)c1snc(C(N)=O)c1N)c1ccccc1 (configuration not stated)	1.3	-1	-2	i	0.2	2	-11	-0.7	-8	-3
CSC1=NCCN1C(=O)Cc1ccc(-c2ccccc2)cc1	-1.0	-2	2	i	-0.8	-9	-5	-1.0	6	-6
CCN(CC)C(=O)Cn1cc(C(=O)C(=O)N2CCN(c3ccccc3)CC2)c2ccccc21	1.8	-1	-3	i	0.2	3	16	2.3	-4	2
O=C(NC1CCCN(Cc2ccc(Cl)cc2)C1)c1cccc(N2CCCC2=O)c1 (configuration not stated)	-0.7	2	-2	i	-0.2	1	4	0.4	-2	0
Cc1ccc(C(=O)CC2(O)C(=O)N(C)c3ccccc32)s1 (configuration not stated)	1.2	-2	-1	i	-0.5	1	-3	-1.3	-1	-3
CCOC(=O)CC1C(=O)NCCN1C(=O)c1ccc(Cl)cc1 (configuration not stated)	0.8	1	-1	i	0.0	-11	-6	-1.7	1	-4
Cc1onc(-c2ccccc2)c1C(=O)N1CCN(c2ccccc2)CC1	1.1	1	3	i	-0.2	0	-1	0.0	-7	0
CCNc1nc(Oc2ccc(C(=O)OC)cc2)nc(N(C)C)n1	1.0	-2	1	i	-0.7	1	-2	-0.5	0	0
Cc1ccc(S(=O)(=O)N(C)C)cc1NC(=O)CN1c2cccc3cccc(c23)S1(=O)=O	3.1	-2	7	i	-0.2	-16	-4	0.3	-6	-4
Cc1c(C(=O)O)sc(=S)n1-c1ccc(Cl)cc1	2.3	2	-2	i	-0.7	3	-1	-1.4	10	3
OCCNc1nc2ccccc2n1-c1ccccc1	0.2	-2	-11	i	-0.4	-2	-1	3.3	0	-10
CC(c1ccon1)N(C)C(=O)CCc1nnc(Cc2ccc(-c3ccccc3)cc2)o1 (configuration not stated)	0.5	0	-1	i	-0.6	0	-2	-1.2	-6	3
COc1cccc(-c2cnc3c(NC(C)=O)cc(-c4ccc(S(C)(=O)=O)cc4)cn23)c1	2.1	-1	-8	i	-0.1	-9	-7	1.5	/	9
CCN(CC)c1ccc(CNCc2cccs2)cc1	0.4	-2	-4	i	-0.7	-4	1	-1.1	-5	-9
SMILES	MsrA inhibitor	STEP block	NadD block	Rpn11 inh	Tb MetRS inh	DNMT1 block	SUMO1 PPI mod	LMPTP inh	Scp1 inh	CSN inh
CC(C)C(=O)Nc1cccc(C(=O)NCc2ccc3c(c2)OCO3)c1	/	2	0	i	-0.1	-1	-1	-1.2	-11	3
COc1ccccc1-c1sc2cc3c(cc2c1C#Cc1ccccn1)OCO3	0.2	-2	9	i	-0.3	-6	5	7.2	41	-5
CCOc1ccc2nc(NC(=O)CN3CCC(n4nnc5cc(F)ccc54)CC3)sc2c1	0.0	0	8	i	-1.4	-2	5	1.8	0	3
CCOC(=O)[C@]12CCC=C1N(Cc1ccc(Cl)cc1Cl)C(=O)[C@H](CC(=O)NCC13CC4CC(CC(C4)C1)C3)C2	-0.4	/	15	/	-0.4	/	2	3.0	/	-5
CCn1c(O)c(/C=C2\C=Nc3ccccc32)sc1=Nc1ccc(C)cc1	0.0	-1	8	i	-0.3	2	12	0.5	-6	6
COc1ccc(S(=O)(=O)NCCc2cn3nc(C)c(C)nc3n2)cc1F	1.8	-1	2	i	-0.1	-3	-8	-0.7	-6	2
O=C(CCn1cnc2ccccc2c1=O)Nc1ccc(S(=O)(=O)N2CCCC2)cc1	-0.4	1	-4	i	-0.3	0	5	1.1	-10	-4
